High-throughput results from PubChem BioAssay.
HTT aggregate – qHTS Multiplex Assay to Identify Dual Action Probes in a Cell Model of Huntington: Aggregate Formation (GFP); PC12 HttQ103-GFP aggregates, Acumen cytometry, 40 h; Potency, µM (titrated, usually from 46.1 µM), for the others: top-dose activity change, negative = inhibition, hits mostly inhibitors; hit rate 1.1% among 220,000; AID 1688, 2009; further: potency means the concentration at half of the fitted maximal effect; on the % scale 0 is the no-effect control and ±100 the full control effect; nearly all actives have a fitted effect of over 60% in size
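Read-out: GFP aggregate count by laser scanning cytometer (488 nm excitation, 500-530 nm emission, 1–25 µm objects >6 SD above background). Cells: PC12, inducible HTTex1-Q103-GFP, 100 nM tebufenozide; compounds titrated.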
HTT ATP protect – qHTS Multiplex Assay to Identify Dual Action Probes in a Cell Model of Huntington: Cytoprotection (ATP). PC12 HTT-Q103 induced, cytoprotection, ATP luminescence, 40 h. Potency, µM (doses to about 56.4 µM), for inactives: cytoprotection (ATP increase), usual class: activators. hit rate 0.14% among 230,000;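 further: potency means the concentration at half of the fitted maximal effect; % of control where 0% means no effect; nearly all actives have a fitted effect of over 45% in size; toxic huntingtin expression switched on by the ecdysone agonist tebufenozide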
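Compounds were screened for protection of PC12 cells against cell death after tebufenozide induction (100 nM final) of mutant Huntingtin exon 1 (Q103) fused to GFP.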
GAA inhib – qHTS Assay for Inhibitors of Human alpha-Glucosidase as a Potential Chaperone Treatment of Pompe Disease; Lysosomal alpha-glucosidase (Homo sapiens), P10253; purified human GAA, 4-MU-alpha-glucoside fluorescence; Potency, µM (top dose mostly 76.9 µM), for the others: at the top dose activity change, negative = inhibition, usual class: inhibitors; hit rate 0.005% among 200,000; AID 1466, 2008;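 further: potency means the concentration at half of the fitted maximal effect; plate controls were uninhibited enzyme wells for no effect and no-enzyme background for full effect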
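Enzyme (4 nM final) mixed with compound (up to 77 uM), then 4-MU-alpha-D-pyranoside (400 uM final) added; 20 min at room temperature, pH 5.0. Reaction stopped at pH 10, fluorescence read, AC50 derived by Hill fit.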
CBFb-RUNX1 inh – qHTS Assay for Compounds Blocking the Interaction Between CBF-beta and RUNX1 for the Treatment of Acute Myeloid Leukemia; Potency, µM (titrated, usually from 59.8 µM), for inactives: at the top dose activity, negative = inhibition, actives largely listed as inhibitors; Runt-related transcription factor 1 (Homo sapiens) + Core-binding factor subunit beta …; AID 1477, 2009; 230,000 tested, under 10 active; AlphaScreen CBFb-His/RUNX1-biotin binding, biochemical; further: % of control where 0% means no effect
Target sequence (Q01196 whole entry, looked up): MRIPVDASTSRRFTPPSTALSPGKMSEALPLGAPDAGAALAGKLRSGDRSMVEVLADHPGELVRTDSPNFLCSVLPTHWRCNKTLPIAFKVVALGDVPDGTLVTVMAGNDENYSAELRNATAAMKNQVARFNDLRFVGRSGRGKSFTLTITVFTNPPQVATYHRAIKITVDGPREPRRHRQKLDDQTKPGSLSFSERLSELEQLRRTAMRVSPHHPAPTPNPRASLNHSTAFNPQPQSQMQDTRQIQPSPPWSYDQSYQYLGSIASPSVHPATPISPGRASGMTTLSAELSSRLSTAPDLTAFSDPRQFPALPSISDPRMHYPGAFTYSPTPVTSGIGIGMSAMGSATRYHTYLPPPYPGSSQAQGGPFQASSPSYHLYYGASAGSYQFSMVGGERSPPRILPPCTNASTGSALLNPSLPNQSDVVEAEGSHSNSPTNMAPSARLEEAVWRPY
Target sequence (Q13951 whole entry, looked up): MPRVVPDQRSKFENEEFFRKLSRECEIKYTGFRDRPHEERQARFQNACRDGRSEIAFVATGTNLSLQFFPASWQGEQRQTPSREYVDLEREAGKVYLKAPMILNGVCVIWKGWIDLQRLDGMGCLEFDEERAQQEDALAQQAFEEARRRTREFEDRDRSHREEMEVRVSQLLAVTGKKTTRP
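AlphaScreen binding: CBFb-His and RUNX1-biotin (30 nM each) preincubated 20 min, compound added for 15 min, then nickel and streptavidin beads for 90 min, all at room temperature. Disruption of the interaction by any mechanism counts as activity.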
GAA glycogen mod – qHTS Assay for Inhibitors and Activators of Human alpha-Glucosidase Cleavage of Glycogen; Lysosomal alpha-glucosidase (Homo sapiens), P10253; recombinant GAA, glycogen substrate, Amplex Red glucose oxidase fluorescence; Potency, µM (highest dose often 76.4 µM), without a hit: at the top dose activity change, negative = inhibition, hits mostly inhibitors; hit rate 0.38% among 300,000;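 further: potency means the concentration at half of the fitted maximal effect; 0% = full enzyme reaction and -100% = no-enzyme basal signal; the screen sought inhibitors and activators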
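qHTS, 1536-well; enzyme 4 nM final; cpd up to 77 uM; substrate bovine liver glycogen 30 ug; 50 mM citrate/phosphate pH 5.0, 0.01% Tween-20; 37 C, 40 min; Amplex Red detection 45 min RT; Hill fit → AC50.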
GAA spleen mod – qHTS Assay for Inhibitors and Activators of Human alpha-Glucosidase From Spleen Homogenate. human spleen homogenate, 4-MU-alpha-glucoside fluorescence. AID 2112, 2009. Potency, µM (top dose mostly 79.9 µM), for inactives: at the top dose activity change, negative = inhibition, most hits filed as inhibitors. hit rate 0.006% among 240,000;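 further: potency means the concentration at half of the fitted maximal effect; 0% = enzyme with vehicle and -100% = no enzyme basal signal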
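Compounds were titrated against alpha-glucosidase in spleen homogenate at pH 5.0, with 1 mM 4-methylumbelliferyl substrate for 40 min at 37 C. Reactions were quenched with pH 10 NaOH/glycine and fluorescence measured.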
Lamin A splicing – qHTS Assay for Modulators of Lamin A Splicing; Potency, µM (doses to about 46.1 µM), without a hit: top-dose ratio change, negative = inhibition, usual class: inhibitors; hit rate 0.01% among 200,000; AID 1487, 2009; HeLa LMNA splicing GFP/RFP minigene ratio, 48 h; active means well fitted inhibition curve with a large enough effect in the signal ratio, with a control signal flat, not every such curve was filed as active; inconclusive means small, poorly fitted or top-dose-only effect, or effect the other way, or a change in a side signal; the % refers to the signal ratio; further: potency means the concentration at half of the fitted maximal effect; on the % scale 0 is the no-effect control and ±100 the full control effect
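S3 HeLa stable clones carrying a lamin A-EGFP splicing minigene plus DsRed2 were seeded at 600 cells/well in Opti-MEM with 2% FBS, pin-dosed and incubated 48 h at 37°C. Acumen cytometry (488 nm) gave the GFP/RFP total-intensity ratio.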
The depositor's hits bear a star; ? = inconclusive; nt = not tested or not shown; [ ] = another dose, or the depositor's remark. Unless noted, the call rests on the fitted dose curve; in most records, active means well fitted curve in the direction sought with a large enough effect; inconclusive means small, poorly fitted or top-dose-only effect, or another doubt; inactive means no such curve, though single readings can be large; an effect the other way counts as inactive or inconclusive.

SMILES	HTT aggregate	HTT ATP protect	GAA inhib	CBFb-RUNX1 inh	GAA glycogen mod	GAA spleen mod	Lamin A splicing
CC(=O)N/C(=C\c1ccc(F)cc1)C(=O)NC(Cc1ccccc1)C(=O)O (stereo not drawn)	-16%[9.22 µM]	-1%[10 µM]	nt	5%	3%	-5%	nt
CCOC(=O)c1c(C)c(C(=O)NCCOC)c(C)n1CC	-9%	0%[1.9 µM]	-4%	-5%	-2%	-1%	10%
COc1ccc(S(=O)(=O)N2CCC(C(=O)NCC(c3cccs3)N(C)C)CC2)cc1 (stereo not drawn)	14%	-3%	-3%	0%	3%	-6%	13%
O=C(NCc1ccncc1)Nc1ccccc1Cl	6%	4%	2%	6%	4%	7%	-3%
Cc1noc(C)c1-c1cc(N(C)Cc2ccco2)ncn1	nt	-5%	nt	nt	nt	10%	28%
CC1CCCN(c2ccc(N)cc2C(N)=O)C1 (stereo not drawn)	14%[9.22 µM]	0%[10 µM]	5%	10%	?	-1%	nt
Cc1ccc(C(=O)Cn2c(C)cc(C)c(C#N)c2=O)cc1	7%	-11%[0.074 µM]	-5%	-2%	-3%	-10%	4%
CC(C)CCNC(=O)C(c1ccco1)N(Cc1ccc(F)cc1)C(=O)c1snc(C(N)=O)c1N (stereo not drawn)	-3%	-16%[10 µM]	?	2%	-20%	-17%	-5%
CCOC(=O)C1CCCN(c2nc3c(C)cccn3c(=O)c2/C=C(\C#N)C(=O)NCc2ccco2)C1 (stereo not drawn)	-7%[9.22 µM]	-3%[10 µM]	-7%[15.4 µM]	-7%	3%	-4%	nt
CCCCC(=Nc1ccc(N)cc1)C1=C(O)C(C(=O)OC)C(C)(C)CC1=O (stereo not drawn)	10%	-12%	2%	-18%	-22%	-3%	4%
CCN(CC)c1ccc(/C=C(\C#N)C(=O)c2ccc(Br)cc2)cc1	-4%	-3%[10 µM]	-5%	?	-11%	-3%	?
Cc1oc(-c2ccc(Cl)cc2)nc1CN1CCC(C(=O)NCCCN2CCOCC2)CC1	?	-73%[inhibitor]	-4%	-3%	7%	4%	8%
O=C(c1nc2ncccn2n1)N1CCN(c2ccc(F)cc2)CC1	15%	17%	-9%	6%	0%	-3%	0%
Cc1oc(C(C)(C)C)cc1C(=O)N1CCN(C(c2ccccc2)c2ccccc2)CC1	-1%[9.22 µM]	-10%[10 µM]	?	15%	-15%	-2%	8%[46 µM]
COc1ccc(/C=C/C(=O)Nc2cc(S(=O)(=O)N3CCOCC3)ccc2C)cc1OC	-1%	2%[10 µM]	-1%	-1%	1%	0%	nt
Cc1ccc(NC2(C(F)(F)F)N=C(c3ccccc3)NC2=O)nc1 (stereo not drawn)	-10%	28%[10 µM]	-3%	5%	0%	7%	-16%
Nc1nc(-c2ccc(Cl)cc2)c(N=Nc2ccc(S(=O)(=O)N3CCOCC3)cc2)s1	32%	8%[10 µM]	4%	-8%	-2%	-1%	-7%
CCOC(=O)c1ccc(NC(=S)Nc2cc(C)cc(C)n2)cc1	?	4%	3%	-3%	22%	3%	?
COc1cccc(C(=O)CSc2nc3cccnc3n2C)c1	-7%	13%[10 µM]	-1%	0%	9%	-20%	-10%
CCc1cc2c(Sc3nc4ccccc4s3)ncnc2s1	-14%	8%	2%	9%	3%	4%	?

4 of the compounds above, as a markdown table:
| SMILES | HTT aggregate | HTT ATP protect | GAA inhib | CBFb-RUNX1 inh | GAA glycogen mod | GAA spleen mod | Lamin A splicing |
| --- | --- | --- | --- | --- | --- | --- | --- |
| COc1ccc(/C=C/C(=O)Nc2cc(S(=O)(=O)N3CCOCC3)ccc2C)cc1OC | -1% | 2%[10 µM] | -1% | -1% | 1% | 0% | nt |
| Cc1ccc(NC2(C(F)(F)F)N=C(c3ccccc3)NC2=O)nc1 (stereo not drawn) | -10% | 28%[10 µM] | -3% | 5% | 0% | 7% | -16% |
| Nc1nc(-c2ccc(Cl)cc2)c(N=Nc2ccc(S(=O)(=O)N3CCOCC3)cc2)s1 | 32% | 8%[10 µM] | 4% | -8% | -2% | -1% | -7% |
| CCOC(=O)c1ccc(NC(=S)Nc2cc(C)cc(C)n2)cc1 | ? | 4% | 3% | -3% | 22% | 3% | ? |

(list continues)
SMILES	HTT aggregate	HTT ATP protect	GAA inhib	CBFb-RUNX1 inh	GAA glycogen mod	GAA spleen mod	Lamin A splicing
Cc1ccc(S(=O)(=O)N(C)c2ccc(C(=O)N3CCN(Cc4ccc5c(c4)OCO5)CC3)cc2)cc1	-42%	-21%	-14%	-13%	-6%	0%	?
COc1ccc(Br)cc1[C@H]1[C@@H]2C=CCC[C@@]2(C)C(=O)N1Cc1ccccc1	?	-80%[inhibitor][10 µM]	nt	16%	-3%	-3%	nt
CCOC(=O)C(CC)Sc1cc(C)nc2ccc(OC)cc12 (stereo not drawn)	13%	-3%[10 µM]	-7%	13%	-11%	7%	?
O=C(COc1ccc2c3c(c(=O)oc2c1)CCC3)c1ccc2c(c1)OCO2	1%	-7%	-4%	2%	8%	3%	0%
O=C(c1cnn(-c2ccc(Cl)cc2)c1)c1ccccc1O	-19%	-51%[inhibitor]	-5%	4%	-1%	3%	nt
O=C(N/N=C/c1cccc2nccnc12)c1ccccc1O	6%[9.22 µM]	-6%[10 µM]	4%[15.4 µM]	nt	-16%	4%	nt
COc1ccccc1N1CCN(C(=O)c2c(C)cc(=O)oc2C)CC1	8%	10%	-4%	6%	6%	0%	-1%
Cc1cccc(N2C(=O)CC(N3CCN(Cc4ccc(Cl)cc4)CC3)C2=O)c1 (stereo not drawn)	10%	15%	-4%	-3%	3%	5%	-4%
O=C(NCc1ccco1)C1CCCN1S(=O)(=O)c1ccc2ccccc2c1 (stereo not drawn)	10%	1%	5%	-2%	8%	0%	-5%
CN(C)c1ccc(NC(=S)NCC2CCCO2)cc1 (stereo not drawn)	-4%	-7%[10 µM]	5%	10%	?	-7%	-16%
Cc1ccccc1NC(=O)Cc1c(O)c2ccccc2[nH]c1=O	10%	8%	7%	2%	7%	5%	-1%
O=C(NCCc1ccccc1)c1n[nH]c(=O)c2ccccc12	14%[9.22 µM]	-13%[10 µM]	3%	6%	-9%	11%	6%[46 µM]
Cc1ccccc1CSc1nnc(-c2cnccn2)n1C	10%[9.22 µM]	3%[10 µM]	nt	4%	2%	9%	nt
CCOC(=O)c1cccc(NC(=O)N[C@@H](C)C(=O)OC)c1	10%	0%	-3%	1%	11%	-2%	-4%
CC[C@@H](C)C(N)c1cn([C@@H](CCC(=O)O)C(=O)N2CCNCC2)nn1 (stereo partly drawn)	-15%[9.22 µM]	-20%[10 µM]	nt	7%	-1%	1%	nt
O=C(C1CCC(CNc2c(N3CCCCC3)c(=O)c2=O)CC1)N1CCN(C2CCCCC2)CC1 (stereo not drawn)	6%[9.22 µM]	15%[10 µM]	-4%[15.4 µM]	0%	1%	7%	nt
Cc1c(C(=O)C(=O)NCc2cccs2)c2ccccc2n1C	-17%	-22%	-32%	6%	2%	1%	-4%[46 µM]
COc1ccc(-c2cn3c(n2)CCC3)cc1	1%	-11%	-1%	-6%	0%	?	?
O=C(N/N=C/c1ccc2c(c1)OCO2)c1cc2ccccc2o1	-15%[9.22 µM]	10%[10 µM]	nt	-9%	1%	13%	nt
CCSc1oc(-c2ccccc2)nc1S(=O)(=O)c1ccccc1	-18%	8%	4%	16%	-9%	-5%	-8%
O=C(CCCOc1ccccc1)N1CCc2ccccc2C1	-4%	-18%	-1%	15%	-5%	-11%	9%
CC(=O)C1=C(O)C(=O)N(CCc2ccccc2)C1c1ccccc1[N+](=O)[O-] (stereo not drawn)	15%	5%[10 µM]	5%	2%	0%	-9%	-13%
S=c1[nH]nc(-c2ccncc2)n1/N=C/C=C/c1ccco1	?	-28%	5%	4%	-16%	-15%	?
O=C(N/N=C1\CC2CC=CC12)c1ccc(O)cc1 (stereo not drawn)	2%	-36%[inhibitor]	2%	2%	-12%	-2%	-11%[46 µM]
CCN(CC)S(=O)(=O)c1cccc(-c2nnc(SCc3nnc(-c4ccccc4)o3)n2C)c1	-2%[9.22 µM]	-81%[inhibitor]	1%	1%	4%	2%	15%
CCNC(=S)N1CCNC(=O)C1CC(=O)OC (stereo not drawn)	-9%	3%[10 µM]	8%	4%	-7%	6%	-1%
COc1ccc(C/C(C)=N/NC(=O)c2ccncc2)cc1	-21%	nt	-3%	12%	-2%	1%	-10%
CCCCOc1ccc(OCCCC)c2c1NC1(N2)C(=O)N(C(C)=O)c2ccccc21	12%	-25%	4%	0%	-2%	5%	14%
CN1CC2(C)OC(=O)C(Cl)=C2CC1c1ccccc1 (stereo not drawn)	-17%	nt	-2%	9%	3%	3%	-9%
Cc1ccc(N(CC(=O)NCc2ccc(F)cc2)S(=O)(=O)c2cccs2)cc1	2%	5%	-11%	0%	6%	-3%	2%
C/C(=N\NC(=O)c1cc(-c2cccnc2)nc2ccccc12)c1ccc(O)cc1O	4%	nt	9%	8%	-2%	6%	?
COc1ccc(NC(=O)CN2C(=O)c3cccc4cccc2c34)cc1OC	-10%	-28%	-7%	-4%	-21%	12%	-3%
CN(CC(=O)Nc1ccc(Cl)cc1)Cc1cc(=O)n2ccsc2n1	16%	-49%[inhibitor]	-7%	-1%	-9%	nt	nt
Cc1nnnn1/C(=C\c1ccccc1)C(=O)OCC(=O)N1CC2(C)CC1CC(C)(C)C2 (stereo not drawn)	2%	-23%[10 µM]	2%	-2%	-3%	5%	?
CC(=O)c1cnc(Nc2nc(C)c3cc(C)c(C)cc3n2)nc1C	-18%	12%[10 µM]	7%	5%	1%	-22%	-14%
c1ccc(Sc2ncccn2)nc1	13%[9.22 µM]	2%[10 µM]	-3%	2%	10%	7%	nt
CC1CCCC(NC(=O)COC(=O)c2cccc(NS(=O)(=O)/C=C/c3ccccc3)c2)C1C (stereo not drawn)	-1%	-3%[10 µM]	2%	19%	-2%	-7%	2%
O=C1/C(=C/c2ccccn2)SC(=S)N1N1CCOCC1	14%[9.22 µM]	-5%[10 µM]	?	7%	-2%	-4%	nt
